TNAP activation fold – human TNAP enzyme activators, primary screen, biochemical, luminescent, no phosphate acceptor, uHTS (AID 1001). purified TNAP, luminescent activation assay, no phosphate acceptor; higher activation fold means a stronger effect. actives 0.03% (n = 200,000). Alkaline phosphatase, tissue-nonspecific isozyme (Homo sapiens). one-dose activation fold at 20 µM; EC50 in µM for titrated hits; in the data active = activation fold from about 3, or a potency from the dose series; inactive = the rest, 99 in 100 with activation fold below about 1.6; note: many of its hits are not listed in these tables
Myeloid diff MLP – induction of myeloid progenitor differentiation, primary screen, cell-based, flow cytometry, MLPCN library; ER-HoxA9 myeloid progenitors, lysozyme-GFP differentiation; calls only at 10 µM; actives 1% (n = 360,000);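 active = normalized GFP-positive differentiation at or above the plate's own cutoff, the solvent-only control mean plus 3 SD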;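 note: cells exposed to compound for four days before flow analysis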
PMI inhibitors – inhibitors of human PMI, primary screen, biochemical, fluorescence intensity, coupled assay (AID 1209). purified PMI enzyme, coupled fluorescence intensity; higher % means a stronger effect. inhibition, % at 20 µM, or IC50 in µM where a hit was titrated. actives 0.42% (n = 190,000); in the data active = inhibition above about 50%;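 note: plate controls were DMSO vehicle for no effect and wells lacking substrate for full effect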
MT stabilizer – microtubule stabilizers in HeLa cells, primary screen, imaging, high-content imaging | actives 0.83% (n = 200,000) | AID 2205, 2009 | % tubulin-high responders, % at 10 µM | HeLa tubulin immunostaining HCS, 24 h; share of cells brighter than vehicle mean+2SD;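 active = plate Z-score above 3 for both tubulin-high and condensed-nucleus cell shares, with cell loss under 80%, at 10 µM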;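 note: anti alpha tubulin signal scored within the nucleus-defined area of each cell; some results filed as inactive read as strong as hits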
Dynein cargo inh – inhibitors of GR-EGFP nuclear translocation, primary screen, dynein cargo transport inhibitor project, imaging, high-content, 3617.4 mouse cells. z-score, hits read low. actives 0.47% (n = 220,000). test concentration mostly 20 µM; stimulated with dexamethasone, 1 µM; hits give low values;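 active = plate z-score of nuclear minus cytoplasmic receptor signal below a set negative limit, without overly bright fluorescence or cell loss, cut at about -3.5 in these data, passing the limit was not always enough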;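 note: z-score of nuclear minus cytoplasmic ring GR-EGFP intensity difference per well; some compounds called inactive have numbers as strong as hits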
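Buffer or medium: tet-free, stripped-serum medium; reagent: dexamethasone at 1.0 µM final, 30 min; incubation: 48 h induction, 1 h compound, 30 min dex at 37 °C; measured by: formaldehyde fixation, Hoechst nuclear stain, 10x automated fluorescence imaging; read-out: nuclear-to-cytoplasmic GR-EGFP distribution per well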
T cell HTS – modulators of CD8 T cell-vesicle binding, primary screen, mouse 2C CD8+ T cells, flow cytometry; AID 2052, 2009; 2C CD8+ T cell-vesicle binding; hits give low values; calls only at 7 µM; actives 0.068% (n = 330,000);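 active = response, share of CD8 T cells binding vesicles, and their 90th percentile fluorescence all below set limits, cut at about 80% in these data, passing the limit was not always enough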
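Benchmarks: naked versus QL9-loaded vesicles / Assay system: purified 2C TCR transgenic mouse naive CD8+ T cells / Technique: high-throughput flow cytometry with anti-B7-1 and anti-CD8 staining / Timing: Cell–vesicle co-incubation 1.5 h at 37 °C, staining 20 min on ice / Read-out: percent CD8+ FL2 mean versus row control / Probe or stimulus: QL9-loaded Drosophila micro-vesicles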
Ins promoter up – insulin promoter activators in MIN6 cells, imaging, high-content screening, mouse beta cells; z-score at 5 µM; actives 0.3% (n = 190,000); AID 1625, 2009; MIN6 insulin promoter-GFP reporter; hits give high values;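 active = z-score above 3 at 5 µM with at least 500 cells counted in the well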
Hep lipid drop – inhibitors of hepatocyte lipid droplet formation, primary screen, imaging, high-throughput imaging, BODIPY stain; AML12 mouse hepatocytes, oleate lipid droplets; inhibition, % at 6.5 µM; actives 0.4% (n = 240,000);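 active = lipid droplet intensity inhibited by at least 50%, with more than 500 cells counted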
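Test system: AML12 hepatocytes (mouse); reagent: oleate loading, 100 µM; dosing: one dose, 6.5 µM compound; incubation: overnight exposure; signal: fluorescence imaging, 20x objective, two fields per well; read-out basis: % inhibition of corrected integrated BODIPY droplet signal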
bCat nuc transl – modulators of beta-catenin nuclear translocation, primary screen, imaging, HeLa cells, immunofluorescence, high-content; actives 0.3% (n = 190,000); AID 1665, 2009; nuclear translocation activity, % at 5 µM;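 active = nuclear translocation activity above 50% at 5 µM, with a well cell count of 50 or more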;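 note: per-cell ratio of nuclear to cytoplasmic median beta-catenin stain intensity; plate controls were DMSO negative control for no effect and GSK-3 inhibitor IX positive control for full effect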
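Test system: human HeLa cell line; Doses: 5 µM primary, 0.02–20 µM confirmation; Incubation: 24 h compound exposure, 37°C; Detection: beta-catenin immunofluorescence imaging with DAPI; Read-out: beta-catenin nuclear/cytoplasmic ratio, % activation.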
Dynein cargo inh cytoplasmic EGFP – recorded beside Dynein cargo inh, whose call it bears; z-score; measured here: cytoplasmic GR-EGFP intensity; hits give high values
Dynein cargo inh nuclear GR-EGFP – recorded beside Dynein cargo inh, whose call it bears; z-score; measured here: nuclear GR-EGFP intensity;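 lower value marks the stronger effect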
Dynein cargo inh cell count – second read-out of Dynein cargo inh, no call of its own (marks repeat the call); z-score; measured here: cell count per field
Ins promoter up cell count – also measured in Ins promoter up; calls as there; cell count; measured here: cytotoxicity, nuclei count;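 total cells summed across four imaged fields per well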
Hep lipid drop cells 6.5 µM – recorded beside Hep lipid drop, whose call it bears; cell count; measured here: cell count, cytotoxicity flag;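 cells counted across two imaged fields per well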
bCat nuc transl cell count 5 µM – recorded beside bCat nuc transl, whose call it bears; cell count; measured here: cell count, cytotoxicity flag
T cell HTS vesicle-bound % – second read-out of T cell HTS, no call of its own (marks repeat the call); double positive events, %; measured here: CD8+ vesicle-bound cell fraction;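 binding gate set so that unloaded-vesicle control wells show 10% double positive cells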
MT stabilizer Hoechst-high % – recorded beside MT stabilizer, whose call it bears; % Hoechst-high responders; measured here: nuclear condensation Hoechst responders;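 share of cells brighter than vehicle mean plus two SD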
MT stabilizer cytotoxicity % – further read-out of MT stabilizer, marked with its call; toxicity, %; measured here: cytotoxicity by cell density;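 0% = mean cell density of plate MIN control wells and 100% = no cells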
Myeloid diff MLP GFP+ MAC1+ % – recorded beside Myeloid diff MLP, whose call it bears; GFP+ MAC1+ double positive, %; measured here: differentiation confirmed by MAC1 staining
* hit, by the source's call; i = inactive; . = not tested or not shown; + = active, no number.

SMILES | TNAP activation fold | Myeloid diff MLP | Myeloid diff MLP GFP+ MAC1+ % | PMI inhibitors | MT stabilizer | MT stabilizer Hoechst-high % | MT stabilizer cytotoxicity % | Dynein cargo inh | Dynein cargo inh cytoplasmic EGFP | Dynein cargo inh nuclear GR-EGFP | Dynein cargo inh cell count | T cell HTS | T cell HTS vesicle-bound % | Ins promoter up | Ins promoter up cell count | Hep lipid drop | Hep lipid drop cells 6.5 µM | bCat nuc transl | bCat nuc transl cell count 5 µM
CC(=O)c1cc(C(=O)N2CCCC(CCC(=O)N(C)CCc3ccccn3)C2)cs1 (stereo not drawn) | 1.1 | i | 0.4 | 1.9% | 2.3 | 2.1 | 7.7 | -0.537 | -0.217 | -0.0747 | 0.0775 | i | 22.3 | -0.19 | 1467 | -2.3 | 748 | -1.5 | 1013
CCc1cc2c(SCC(=O)NC3CCS(=O)(=O)C3)ncnc2s1 (stereo not drawn) | 1 | i | 1.9 | -13.7% | 1.5 | 2.8 | 9.9 | -0.00318 | -0.272 | 0.267 | -1.55 | i | 29.2 | 0.14 | 1340 | -1.0 | 683 | 0.7 | 1078
O=C(Nc1nnc(-c2ccc(F)cc2)o1)c1ccco1 | . | i | 1.9 | . | . | . | . | -0.12 | -0.823 | 0.295 | -0.215 | i | 39.1 | -1.72 | 983 | -5.9 | 712 | -1.0 | 1169
CCOC(=O)C1=C(C)N=c2s/c(=C\c3cccn3C)c(=O)n2C1c1cccc(OC)c1OC (stereo not drawn) | 0.9 | + | 0.9* | 18.8% | 3.8 | 1.4 | 5.2 | 1.57 | 1.89 | 0.328 | -0.699 | i | 39.0 | 2.01 | 1298 | -1.6 | 707 | . | .
CCOc1cc(C(F)(F)F)cnc1/C(N)=N/O | . | i | 0.8 | . | . | . | . | -0.69 | -0.261 | -0.305 | 0.999 | i | 31.4 | 0.4 | 1393 | 9.7 | 765 | -2.5 | 1186
Cc1ccccc1C(=O)NNC(=S)NC(=O)c1cccnc1 | 2.9 | i | 0.1 | 29.3% | 5.9 | 1.6 | 5.5 | 0.3 | -0.0387 | -0.194 | -0.576 | i | 54.5 | 0.58 | 1191 | 38.1 | 651 | -1.7 | 549
O=C(O)C1C2C=CC3(O2)C1C(=O)N1c2ccccc2COC13 (stereo not drawn) | 1.1 | i | 0.6 | 2.4% | 3.7 | 2.1 | 5.8 | -0.192 | -0.253 | -0.466 | -0.309 | i | 12.9 | 0.42 | 1276 | -3.2 | 782 | 2.1 | 825
COc1cc(C(=O)NCc2ccc(F)cc2)cc(Cl)c1OC | 1.1 | i | 0.4 | 7.8% | 5.9 | 2.9 | 3.1 | -0.256 | -0.224 | 0.617 | 0.00166 | i | 55.1 | -0.87 | 1315 | -2.9 | 672 | . | .
COc1ccc(-c2nc3cnccn3c2Nc2ccc3c(c2)OCO3)cc1 | 1 | i | 2.1 | 19.0% | 4.5 | 3.4 | 9.3 | -0.208 | -0.166 | 0.137 | 0.488 | i | 27.7 | -0.55 | 1440 | 2.9 | 555 | 0.1 | 1068
CCOc1ccc(N2CC(C(=O)Nc3cccc(S(=O)(=O)NC4=NCCC4)c3)CC2=O)cc1 (stereo not drawn) | . | i | 0.1 | . | . | . | . | -0.137 | -0.607 | -0.262 | -0.149 | i | 23.8 | 0.24 | 1125 | 0.9 | 668 | 0.7 | 1356
Cc1cc(/C=C2\C(=O)NN(c3ccccc3)C2=O)c(C)n1-c1ccccc1O | . | i | 1.3 | . | . | . | . | 1.43 | -0.181 | 1.22 | -1.38 | i | 45.5 | 0.23 | 1054 | 11.2 | 624 | 0.3 | 1233
CC[C@H](C)[C@H](NC(N)=O)C(=O)Nc1ccc2c(c1)OCO2 | 1.1 | i | 0.3 | -6.2% | 1.9 | 4.5 | 6.9 | 0.538 | 0.646 | 0.659 | -0.118 | i | 11.5 | -0.48 | 1261 | 19.7 | 703 | -0.8 | 1074
C[C@@H]1NC(=O)c2cc([N+](=O)[O-])cc(I)c2OCC[C@@H](C(=O)NC(CC(=O)O)C(N)=O)NC(=O)[C@H](CC(N)=O)NC1=O (stereo partly drawn) | 1 | . | . | -19.9% | 2.0 | 2.4 | 6.7 | 0.278 | -0.239 | 0.537 | 0.234 | i | 19.3 | 1.06 | 1127 | -3.3 | 723 | . | .
COc1ccc(C)cc1NC(=S)NN1CCN(C)CC1 | 1.1 | i | 0.4 | 6.2% | 1.6 | 2.0 | 9.5 | -0.197 | -0.261 | -0.104 | 0.691 | i | 39.3 | 1.06 | 1502 | 0.8 | 684 | -4.5 | 1173
CN(C)c1ccc(/C=N/NC(=O)C2COc3ccccc3O2)o1 (stereo not drawn) | 1 | i | 0.4 | -7.5% | 2.4 | 1.4 | 2.0 | -1.27 | -0.0877 | -0.0906 | 0.0581 | i | 42.6 | 0.97 | 1353 | 9.9 | 654 | . | .
O=C(N/N=C/c1c(Cl)nc2ccccn2c1=O)c1cccnc1 | . | i | 1.1 | . | . | . | . | -1.67 | -0.114 | -0.956 | -0.203 | i | 56.7 | 0.86 | 1284 | 21.3 | 708 | -0.7 | 1362
Cc1cccc(-n2nc3c(c2NC(=O)c2ccco2)CS(=O)C3)c1C (stereo not drawn) | 1 | i | 0.7 | -0.5% | 2.0 | 0.6 | 6.1 | -0.342 | -0.243 | -0.0212 | 0.594 | i | 30.7 | . | . | -0.1 | 734 | -1.9 | 1075
O=C(NCc1cccc(Br)c1)C1CC(c2ccccc2C(F)(F)F)=NO1 (stereo not drawn) | . | i | 2.1 | . | . | . | . | -0.0208 | -0.696 | 0.152 | -0.855 | i | 27.6 | 0.64 | 841 | -10.1 | 688 | 4.3 | 1286
Cc1ccccc1N1CC(C(=O)Nc2nnc(SCC(=O)Nc3nccs3)s2)CC1=O (stereo not drawn) | 0.9 | i | 0.2 | -22.5% | 2.4 | 3.0 | 3.1 | -0.41 | -0.259 | -0.666 | 0.481 | i | 10.5 | -0.51 | 1397 | -7.8 | 621 | -0.3 | 522
COc1ccc2nc(SCC(=O)Nc3ccc(S(=O)(=O)Nc4onc(C)c4C)cc3)[nH]c2c1 | 1.1 | i | 0.4 | -10.4% | 1.5 | 0.0 | 26.5 | -0.76 | -0.278 | 0.00353 | 0.0663 | i | 58.0 | 0.49 | 1240 | 11.9 | 730 | 3.2 | 463
O=C1CCC(=O)N1c1ccccc1-c1ccccc1 | 1.1 | i | 0.8 | -7.2% | 3.1 | 2.3 | 7.8 | -0.926 | -0.284 | -0.268 | 1.38 | i | 18.6 | 0.39 | 1163 | . | . | -8.9 | 976
CC(C)C1N(S(=O)(=O)c2ccccc2)CCN1S(=O)(=O)c1ccccc1 | 1.1 | i | 0.3 | 20.8% | 2.7 | 1.4 | 4.5 | -0.116 | -0.356 | -0.154 | 0.379 | i | 46.6 | -0.6 | 1869 | 4.1 | 679 | -1.5 | 1031
O=C(c1cccc(S(=O)(=O)N2CCOCC2)c1)N1CCCc2ccccc21 | 1.1 | i | 2.7 | 22.2% | 1.0 | 2.0 | 22.7 | -0.627 | -0.288 | -0.274 | 0.118 | i | 33.5 | -0.04 | 1284 | 5.4 | 740 | . | .
N#Cc1ccc(OCC(=O)NCCc2ccc(S(N)(=O)=O)cc2)cc1 | 1.1 | i | 0.6 | -7.0% | 1.3 | 0.8 | 3.4 | -0.252 | -0.195 | -0.122 | 0.637 | i | 31.8 | . | . | . | . | 0.2 | 1182
FC(F)(F)Sc1ccc(NC(=S)NCc2ccccc2)cc1 | . | i | 0.3 | . | . | . | . | -0.336 | -0.285 | -0.209 | 0.901 | i | 14.8 | 0.38 | 1033 | 0.8 | 706 | -0.7 | 1388
Cc1cc(=O)[nH]c(N/N=C/c2ccc(Cl)c([N+](=O)[O-])c2)n1 | . | i | 0.4 | . | . | . | . | -0.499 | 0.0634 | -0.0825 | 0.587 | i | 11.2 | -0.4 | 1486 | -2.5 | 716 | -0.9 | 1185
COc1ccc(NC(=O)C2CCN(C(=O)c3cccs3)CC2)cc1OC | 1.1 | i | 0.9 | 8.8% | 4.3 | 1.6 | 6.9 | 0.938 | -0.0668 | 0.894 | 0.989 | i | 35.6 | 0.54 | 853 | 7.6 | 723 | -0.6 | 1037
CC1=NN(c2ccccc2)C(=O)/C1=C\c1cn(C)c2ccccc12 | 0.8 | i | 0.1 | 11.0% | 4.5 | 2.9 | 7.5 | -1.81 | -0.275 | -0.791 | 3.59 | i | 24.6 | 0.2 | 1526 | 0.5 | 686 | -1.4 | 1176
CC(=O)NC(Cc1ccccc1C)C(=O)NC1CCN(C(=O)c2ccc(C)cc2)CC1 (stereo not drawn) | 1 | i | 0.4 | . | 0.9 | 1.7 | 1.1 | 1.27 | -0.277 | 0.303 | -0.461 | i | 7.8 | -0.4 | 1535 | 3.7 | 659 | 0.5 | 1531
